# Compound activity: PubChem, several laboratories
# PvdQ inh: P. aeruginosa PvdQ acylase inhibition | purified PvdQ acylase, fluorescence plate reader | inhibition, % at 10 µM | hit rate 0.063% among 340,000 | AID 488965; in the data active = inhibition above about 30%, passing the limit was not always enough;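 also: 0% = vehicle neutral wells and 100% = reference inhibitor wells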
# CAL PDZ FP: human CAL PDZ-peptide interaction inhibition. purified CAL PDZ, TMR-peptide fluorescence polarization, 1 h. AID 504414. hit rate 0.02% among 330,000. Q9HD26. inhibition, % at 20 µM;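 active = highest replicate inhibition of at least 40%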;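 also: plate controls were DMSO neutral control wells for no effect and unlabeled competitor peptide control wells for full effect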
#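 Test system: tagged CAL PDZ domain / Buffer or medium: sodium phosphate/NaCl buffer pH 7.4 with TCEP, IgG, Thesit / Reagent: TMR-labelled reporter peptide T*-PRC34 bound in PDZ groove / Compound dosing: single point, 20 µM / Schedule: 1 h incubation at room temperature before polarization reading / Technique: fluorescence polarization (mP) / Benchmarks: unlabelled peptide, DMSO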
# phage Ecoli inh: E. coli growth loss with phage present; growth absorbance; inhibition, % at 11.9 µM; hit rate 0.26% among 360,000; in the data active = inhibition above about 11%
# PfHsp90 yeast 2: inhibits growth of yeast expressing Plasmodium falciparum Hsp90. inhibition, % at 9.4 µM. AID 504621. hit rate 0.32% among 310,000. S. cerevisiae expressing PfHsp90, BacTiter-Glo ATP, 48 h; yeast lacking PDR1 and PDR3 efflux regulators;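 active = every replicate shows inhibition above about 80%, whatever the replicate mean, limit read from the data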;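 also: 0% = DMSO neutral controls and 100% = 20 µM radicicol positive controls; yeast relying on Plasmodium falciparum Hsp90 in place of its own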
# Tat export inh: inhibitors of E. coli Tat protein transport; hit rate 0.036% among 340,000; E. coli MC4100 TorA-mCherry Tat export, fluorescence; inhibition, % at 10 µM; AID 488895;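 active = mean replicate inhibition at least 50% and at least half of replicates individually reaching 50%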;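 also: exported cargo escapes ClpAP degradation while cytoplasmic cargo is degraded and loses fluorescence; 0% = median of neutral control wells and 100% = median of NaSCN control wells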
# E coli growth: reduces bacterial viability in AddAB counter-screen. inhibition, % at 11.9 µM. E. coli V3065 growth, OD600 absorbance, 18 h. hit rate 0.27% among 330,000. AID 449728;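 active = inhibition above the campaign's mean inhibition across all tested compounds plus 3 SD, cut at about 9.9% in these data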;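 also: uninfected addAB+ strain grown without phage in ampicillin broth; 0% = DMSO wells and 100% = ciprofloxacin 0.95 µg/ml wells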
# Wnt act: activates Wnt/beta-catenin signaling in a reporter cell assay | activator, plate reader | activation, % at 9.35 µM | hit rate 1.2% among 300,000; in the data active = activation above about 30%, passing the limit was not always enough;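 also: 0% = neutral control wells and 100% = positive control wells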
# DAGLB inhibitor: blocks human DAGLB lipase activity. Q8NCG7. hit rate 0.059% among 340,000. HEK293T DAGLB membrane lysate, EnzChek fluorogenic substrate. inhibition, % at 5.17 µM; in the data active = inhibition above about 34%;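 also: 0% = enzyme with vehicle and 100% = wells lacking enzyme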
# Target sequence (Q8NCG7 whole entry, looked up): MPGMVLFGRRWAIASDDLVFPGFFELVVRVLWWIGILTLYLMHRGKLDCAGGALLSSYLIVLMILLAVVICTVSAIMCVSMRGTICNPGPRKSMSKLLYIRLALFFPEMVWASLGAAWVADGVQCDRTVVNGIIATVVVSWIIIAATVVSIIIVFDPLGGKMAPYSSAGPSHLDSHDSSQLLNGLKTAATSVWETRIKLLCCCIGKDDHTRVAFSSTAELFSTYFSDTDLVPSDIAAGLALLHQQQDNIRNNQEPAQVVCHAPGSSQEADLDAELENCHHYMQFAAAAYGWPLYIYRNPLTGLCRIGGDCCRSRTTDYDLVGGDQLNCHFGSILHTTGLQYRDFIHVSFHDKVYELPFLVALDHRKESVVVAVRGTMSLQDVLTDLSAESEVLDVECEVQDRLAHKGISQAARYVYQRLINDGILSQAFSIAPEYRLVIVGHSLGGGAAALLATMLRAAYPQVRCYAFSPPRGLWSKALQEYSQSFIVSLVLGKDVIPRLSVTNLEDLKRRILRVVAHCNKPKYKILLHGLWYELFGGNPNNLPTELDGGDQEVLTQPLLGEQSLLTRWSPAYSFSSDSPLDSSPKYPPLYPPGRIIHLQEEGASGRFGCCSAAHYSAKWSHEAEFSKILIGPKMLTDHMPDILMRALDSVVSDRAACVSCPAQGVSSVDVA
# AddAB inh: less growth of phage-infected E. coli with AddAB; AID 435030; inhibition, % at 11.9 µM; E. coli expressing H. pylori AddAB, absorbance growth; hit rate 0.29% among 330,000; in the data active = inhibition above about 12%;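 also: 0% = vehicle wells of infected cells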
# Rtt109 Vps75: blocks Candida albicans Rtt109/Vps75 acetyltransferase activity; Q5AAJ8; purified Rtt109/Vps75, ThioGlo CoA-SH fluorescence, 4 h; inhibition, % at 34.9 µM; hit rate 0.16% among 330,000; AID 540336;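 active = inhibition of at least 50% in every replicate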
# Target sequence (Q5AAJ8 whole entry, looked up): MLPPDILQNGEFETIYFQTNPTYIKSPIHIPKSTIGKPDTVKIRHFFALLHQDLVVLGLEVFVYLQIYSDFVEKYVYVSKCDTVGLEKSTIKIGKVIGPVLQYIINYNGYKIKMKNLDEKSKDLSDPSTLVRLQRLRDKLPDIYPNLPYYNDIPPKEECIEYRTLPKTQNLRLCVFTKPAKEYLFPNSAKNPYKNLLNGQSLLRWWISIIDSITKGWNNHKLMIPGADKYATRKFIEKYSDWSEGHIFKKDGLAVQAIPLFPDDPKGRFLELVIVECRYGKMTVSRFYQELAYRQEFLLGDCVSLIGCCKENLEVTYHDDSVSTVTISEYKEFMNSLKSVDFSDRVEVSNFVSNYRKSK
# Active calls of the source: *; . = no result given.
SMILES,PvdQ inh,CAL PDZ FP,phage Ecoli inh,PfHsp90 yeast 2,Tat export inh,E coli growth,Wnt act,DAGLB inhibitor,AddAB inh,Rtt109 Vps75
COc1cccc(N2CCN(C(=O)c3cc4c(=O)n(Cc5ccccc5)ccc4nc3C)CC2)c1,0,-2.1,1.7,5,4,-0.9,-2,3,1.9,4
O=S(=O)(c1ccc(F)cc1)n1ccc(-c2cnc(-c3ccccc3)s2)n1,2,-1.0,4.1,.,2,-0.6,26,-6,3.8,4
COc1ccccc1NC(C#N)c1ccccc1OCc1ccccc1 (stereo not given),-6,0.4,4.7,-5,8,0.6,2,1,2.4,2
CC(C)c1nc(SCC(=O)c2ccc(F)cc2)c2ccccc2n1,13,-9.3,2.9,2,0,0.0,1,-9,5.2,-168
CCCC(=O)Nc1c2c(nn1-c1ccc(C)cc1C)CSC2,-7,0.0,1.1,27,-5,0.8,.,1,0.9,-2
COc1ccc(CC(=O)NCC2CCCN(Cc3ccc(F)c(OC)c3)C2)cc1 (stereo not given),12,-20,3.5,-6,4,1.7,-3,-4,5.0,15
O=S(=O)(Nc1ccccc1N1CCOCC1)c1ccc(Cl)s1,4,-3.4,2.8,-3,2,-0.6,4,-1,1.3,-1
CCOC(=O)c1c(C)[nH]c(C(=O)OCC(=O)NC(C)(C)C)c1C,2,-1.3,5.8,1,6,-0.7,-1,-3,1.4,.
Cc1cnc(C(=O)OCC(=O)N2CCN(S(=O)(=O)c3ccc(Cl)cc3)CC2)cn1,1,-0.5,1.3,6,6,-2.1,-7,-1,0.7,-2
Cc1cccc(OCC(=O)Nc2nc3ccc([N+](=O)[O-])cc3s2)c1C,-4,-1.9,0.1,-25,-1,1.3,6,1,5.9,2
Cc1noc(C)c1C(=O)OCC(=O)Nc1ccc(C(N)=O)cc1,2,-1.7,-3.0,.,16,-2.3,0,0,5.1,12
COC(=O)c1ccccc1NC(=O)CSc1nccn1C,-8,-0.2,2.8,13,-5,0.6,0,0,0.3,3
CSCC[C@@H](C(=O)O)N1Cc2ccccc2C1=O,-7,1.1,1.1,-8,7,4.1,0,4,0.3,0
CCc1nc2ccc(C(=O)NCc3ccccc3)cc2nc1CC,-4,-2.5,3.5,-25,0,2.2,0,-1,2.1,8
O=C(/C=C/c1ccccc1)N1CCC[C@H]1CO,13,-0.3,-0.5,7,0,-0.5,2,-1,2.1,-7
O=C(O)CCCCCN1C(=O)C(O)=C(C(=O)/C=C/c2ccccc2)C1c1cccc([N+](=O)[O-])c1 (stereo not given),10,-0.7,6.5,4,-2,-0.9,.,0,1.2,4
O=C(COC(=O)c1ccc([N+](=O)[O-])s1)NC(c1ccccc1)c1ccccc1,-16,-0.6,4.1,-28,-25,-1.3,-1,6,-0.5,2
Cc1csc(N2CCCC2c2nc3cc(Cl)c(N4CCCCC4)cc3n2CCOCCO)n1 (stereo not given),-2,0.5,1.0,-11,-3,-2.1,-1,2,1.7,3
Cc1ccc(S(=O)(=O)N2CCN(C(=O)C3CCCO3)CC2)cc1 (stereo not given),-10,-2.5,-1.2,-4,-6,5.6,2,1,3.0,-21
Cc1ccc(OCc2cn3cccnc3n2)cc1,-3,-2.3,1.7,3,-4,2.0,.,0,6.2,-5
CN=C(Nc1ccc(C(=O)OC)cc1)SC1CC(=O)N(c2ccccc2F)C1=O (stereo not given),1,0.6,-1.7,.,10,-4.2,.,-2,2.4,-3
O=C1NC(=S)S/C1=C/c1ccc(Oc2cnccn2)cc1,-4,-2.0,2.0,22,-6,-3.6,-2,4,0.5,-20
COc1cccc(NC(=O)C(OC(=O)c2ccc([N+](=O)[O-])o2)c2ccccc2)c1 (stereo not given),-15,-0.4,-0.2,-8,3,2.0,3,0,2.7,4
COC(=O)c1cc(N=Nc2c(C)[nH]c3ccccc23)cc(C(=O)OC)c1,-3,1.0,1.2,-4,2,3.4,-1,-1,0.9,6
Cc1ccc(S(=O)(=O)Nc2ccccc2C(=O)N2CCOCC2)cc1,-9,-0.5,1.3,-5,-2,-0.1,-1,3,-1.7,-13
SMILES,PvdQ inh,CAL PDZ FP,phage Ecoli inh,PfHsp90 yeast 2,Tat export inh,E coli growth,Wnt act,DAGLB inhibitor,AddAB inh,Rtt109 Vps75
O=C(CSCc1ccccc1Cl)Nc1ccc(C(=O)O)cc1,0,0.1,2.1,-24,-7,-2.3,-1,-5,-1.9,18
CC(=O)c1cc(F)ccc1OCC(=O)N1CCN(c2ccc(F)cc2)CC1,-8,-5.3,0.8,8,2,1.5,-3,-1,0.4,5
Cc1ccc(NC(=O)CSc2nnc(C3CCCCC3)n2N)cc1F,-11,-1.6,3.0,12,-3,-1.8,.,0,1.6,5
O=C(NCCN1CCCCC1)Nc1ccc(F)c(Cl)c1,-5,.,3.4,.,-6,-1.8,.,1,3.6,-5
Cc1cc(C)nc(NS(=O)(=O)c2ccc(NC(=O)C(C)Oc3ccccc3F)cc2)n1 (stereo not given),-10,-2.2,0.9,-15,4,1.6,1,0,2.2,-2
COC(=O)c1ccc(COc2ccc(C=O)cc2)o1,-11,-0.8,-0.5,-10,-2,-0.3,-3,0,1.6,-6
Cc1nc(SCc2ccc(F)cc2)c2oc3ccccc3c2n1,-17,-0.6,4.2,13,9,-2.5,4,-3,-0.9,-44
CC(=O)N1c2ccccc2NC2=C(C(=O)CCC2)C1c1ccc(F)cc1 (stereo not given),-3,-0.6,0.8,-10,8,0.7,.,4,1.0,2
CN(C(=O)CSc1nc2cc([N+](=O)[O-])ccc2n1-c1ccc(F)cc1)C1CCS(=O)(=O)C1 (stereo not given),3,-0.5,3.7,11,-1,1.0,.,3,1.6,-2
COc1ccc(C)cc1-n1c(SCC(=O)NC2CC2)nc2ccccc2c1=O,-16,-0.7,1.8,18,1,-2.4,0,-3,0.1,1
Cc1nc2ncnn2c(C)c1Cc1ccccc1Cl,-7,-0.2,3.0,-9,-2,-1.2,0,4,1.1,1
Cc1cc2c(cc1C)NC(c1nc3ccccc3[nH]1)C1=C(CC(C)(C)CC1=O)N2 (stereo not given),6,-1.9,2.5,26,-7,0.9,.,1,1.8,1
CCCCN(C(=O)CNC(=O)c1ccco1)C(C(=O)NC1CCCCC1)c1cccnc1 (stereo not given),-15,-0.2,0.0,-25,-6,3.0,-3,0,2.7,-2
CCOc1ccc(C(C)NC(=O)c2cc(=O)[nH]c3ccccc23)cc1OCC (stereo not given),-10,-3.5,0.2,-3,-15,1.9,-1,2,4.2,-10
CCC(=O)N1CCN(CCN=CC2=C(O)CC(c3cccs3)CC2=O)CC1 (stereo not given),1,-2.1,2.2,.,7,2.1,1,0,0.4,28
CC(C)(C)c1ccc(C(=O)NCCOc2ccccc2)cc1,-13,-1.1,6.2,1,6,2.5,4,-8,4.4,2
C/C(CC(=O)Nc1cccc2c1CCCC2)=N\NC(=O)COc1ccccc1,-1,-0.3,0.4,-11,-2,0.5,-2,-1,4.1,1
CCCN(C(=O)C(=O)Nc1ccc2nc3n(c(=O)c2c1)CCCCC3)c1ccc(OCC)cc1,0,-1.3,3.0,-13,0,-1.1,1,2,-0.5,11
CC(C)C(NS(=O)(=O)c1ccccc1)C(=O)N1CCCC1 (stereo not given),0,0.4,-0.2,-12,-3,-1.7,0,-3,1.8,3
COc1ccccc1-c1csc(NC(=O)c2ccc(N3C(=O)CCC3=O)cc2)n1,-3,-3.6,5.1,-5,1,-1.1,0,-1,-0.8,.
CCC(C)C(=O)Nc1nc(C)c(-c2csc(Nc3ccc(Cl)cc3)n2)s1 (stereo not given),-5,-0.6,1.3,-14,6,-0.3,-14,1,3.2,1
CCOC(=O)CN1C(=O)CN(c2ccc(C)c(C)c2)C1=O,7,-1.0,1.5,3,1,-1.4,-3,-2,1.9,6
CCOC(=O)COc1ccc(C)cc1-c1ccno1,-6,0.5,0.4,12,-1,-1.1,-4,-3,-3.1,-1
O=C(COC(=O)CNC(=O)c1ccccc1Cl)NC1CC1,-8,1.3,8.2,-16,0,1.0,-3,-1,1.2,0
COc1ccc(C2C3=C(CC(C)(C)CC3=O)OC(N)=C2[N+](=O)[O-])cc1 (stereo not given),-6,-2.9,0.8,2,-8,-1.7,3,0,1.8,-1

# Fetched by compound from the list above, 6 records:
SMILES,PvdQ inh,CAL PDZ FP,phage Ecoli inh,PfHsp90 yeast 2,Tat export inh,E coli growth,Wnt act,DAGLB inhibitor,AddAB inh,Rtt109 Vps75
COc1cccc(NC(=O)C(OC(=O)c2ccc([N+](=O)[O-])o2)c2ccccc2)c1 (stereo not given),-15,-0.4,-0.2,-8,3,2.0,3,0,2.7,4
CC(=O)N1c2ccccc2NC2=C(C(=O)CCC2)C1c1ccc(F)cc1 (stereo not given),-3,-0.6,0.8,-10,8,0.7,.,4,1.0,2
COc1ccccc1-c1csc(NC(=O)c2ccc(N3C(=O)CCC3=O)cc2)n1,-3,-3.6,5.1,-5,1,-1.1,0,-1,-0.8,.
Cc1csc(N2CCCC2c2nc3cc(Cl)c(N4CCCCC4)cc3n2CCOCCO)n1 (stereo not given),-2,0.5,1.0,-11,-3,-2.1,-1,2,1.7,3
COc1ccc(CC(=O)NCC2CCCN(Cc3ccc(F)c(OC)c3)C2)cc1 (stereo not given),12,-20,3.5,-6,4,1.7,-3,-4,5.0,15
CCCCN(C(=O)CNC(=O)c1ccco1)C(C(=O)NC1CCCCC1)c1cccnc1 (stereo not given),-15,-0.2,0.0,-25,-6,3.0,-3,0,2.7,-2

# (next part)
SMILES,PvdQ inh,CAL PDZ FP,phage Ecoli inh,PfHsp90 yeast 2,Tat export inh,E coli growth,Wnt act,DAGLB inhibitor,AddAB inh,Rtt109 Vps75
COc1ccc(N(CC(=O)NCCC2=CCCCC2)S(=O)(=O)c2ccccc2F)cc1,-11,0.0,0.8,5,8,0.9,0,-2,-3.0,5
Cc1c(-n2cc(C(=O)c3cc(Br)ccc3O)cc(C#N)c2=O)c(=O)n(-c2ccccc2)n1C,-3,.,0.7,.,5,-4.0,1,-1,1.8,3
Cc1c(Cl)c(C(=O)NNC(=S)NCc2ccco2)nn1C,14,-2.8,-0.3,-25,18,-0.4,12,-1,1.8,12
Cc1c(Cl)cnn1CC(=O)NC1C(=O)N2C(C(=O)O)=C(CSc3nnnn3C)CSC12 (stereo not given),-11,-0.7,7.6,-3,0,-1.9,-1,-1,-1.9,9
C/C(=N\NC(=O)c1cc(C(C)C)[nH]n1)c1ccncc1,-1,-2.8,1.1,11,6,0.1,-1,-4,3.8,7
O=C1CN(C(=O)c2ccc(Br)o2)C(c2ccccc2)c2cc(Br)ccc2N1 (stereo not given),9,-1.5,3.0,-8,9,-3.9,-4,2,0.9,15
O=C(NC(=S)NCCN1CCOCC1)c1ccccc1,6,-0.6,-0.2,-3,6,2.3,0,0,0.7,0
COc1ccc(C(=O)N2CCN(CC(=O)N3CCOCC3)CC2)cc1,-10,-0.6,2.2,0,7,2.1,-1,0,0.2,9
CC1N(C)c2cccc3cccc(c23)N1C,-3,-0.7,-1.5,.,-6,-3.7,-9,1,-2.2,4
CCCCn1c(N)c(N(CCOC)C(=O)c2ccc(C)c(S(=O)(=O)N3CCCCC3)c2)c(=O)[nH]c1=O,-6,-1.7,2.6,.,-5,-0.1,-4,3,-1.0,-7
Cc1cc(NC(=O)Nc2cc(Cl)ccc2C)no1,-11,-1.1,3.1,-16,2,-0.5,0,-1,0.6,3
O=C(Nc1ccc(Cl)cc1)Nc1ccon1,0,-2.8,3.1,7,1,1.9,1,2,1.5,6
Cc1cc(F)ccc1S(=O)(=O)N1CCCCC1CCNC(=O)C(=O)NCCN1CCOCC1 (stereo not given),6,-1.1,-0.1,15,-3,-0.6,1,-3,2.8,-3
